Assay outcomes as filed in PubChem BioAssay.
TRPC4 potent – allosteric potentiators of mouse TRPC4 channel | HEK293 TRPC4beta/mu-opioid, DAMGO EC20, Fluo-4 Ca2+ flux; stronger effect = higher value | B-score at 10 µM | Q9QUQ5 | 0.42% of 310,000 active | AID 2227;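 active = B-score of calcium response area above 5 SD of library B-scores, with initial fluorescence ratio within 5 SD of library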;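 note: B-score of integrated fluorescence ratio over time as area under calcium response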
DYRK1A inh – blocks rat Dyrk1A kinase activity; ADP-Glo luminescence, NFATc1 peptide; 0.43% of 310,000 active; inhibition, % at 12.5 µM; Q63470; AID 504441; in the data active = inhibition above about 50%;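 note: plate controls were vehicle with enzyme for no effect and no enzyme for full effect; many of its hits are not listed in these tables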
KCNQ1 inh – human KCNQ1 channel inhibition | P51787 | CHO-K1 KCNQ1, FluxOR thallium flux fluorescence; stronger effect = higher value | B-score at 10 µM | 1.3% of 310,000 active | AID 2642;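 active = compounds whose thallium flux B-score, printed positive for inhibition, exceeds three library SD while starting fluorescence stays within three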;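 note: channel opened by potassium depolarization with thallium stimulus after 20 min compound exposure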
Target sequence (P51787 whole entry, looked up): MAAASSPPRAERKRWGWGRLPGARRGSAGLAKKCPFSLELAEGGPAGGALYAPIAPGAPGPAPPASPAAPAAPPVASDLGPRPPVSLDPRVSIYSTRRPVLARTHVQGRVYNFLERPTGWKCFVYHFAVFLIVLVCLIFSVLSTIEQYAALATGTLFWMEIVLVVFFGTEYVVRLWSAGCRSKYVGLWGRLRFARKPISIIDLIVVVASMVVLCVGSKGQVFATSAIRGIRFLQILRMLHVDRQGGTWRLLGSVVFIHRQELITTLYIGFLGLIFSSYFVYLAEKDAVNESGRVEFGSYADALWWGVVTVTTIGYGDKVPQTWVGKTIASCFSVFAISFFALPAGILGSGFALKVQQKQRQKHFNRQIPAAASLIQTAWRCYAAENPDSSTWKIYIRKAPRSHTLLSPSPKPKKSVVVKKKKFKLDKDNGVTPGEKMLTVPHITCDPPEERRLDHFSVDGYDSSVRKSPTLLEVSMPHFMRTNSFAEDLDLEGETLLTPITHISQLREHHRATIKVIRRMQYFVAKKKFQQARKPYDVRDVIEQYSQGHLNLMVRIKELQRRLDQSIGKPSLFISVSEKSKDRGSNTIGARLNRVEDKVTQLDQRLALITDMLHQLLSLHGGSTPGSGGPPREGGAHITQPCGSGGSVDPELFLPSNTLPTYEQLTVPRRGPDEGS
TRPC4 inh – TRPC4 (mouse) channel inhibition; Q9QUQ5; HEK293 TRPC4beta/mu-opioid, DAMGO-evoked Fluo4 calcium flux; stronger effect = lower value; B-score at 10 µM; 0.39% of 300,000 active;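 active = B-score over 3 SD under the library average, no early fluorescence shift, positive overall ratio signal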
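material = TRPC4beta/mu-opioid receptor HEK293 cell line | probe or stimulus = sequential submaximal and maximal DAMGO stimulation | compound dosing = one concentration per compound | measured by = Fluo4 Ca2+ flux fluorescence | evaluation = integrated fluorescence ratio relative to baseline, converted to per-well B score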
PolyA inh – yeast polyadenylation inhibition; S. cerevisiae SKY197-pL101 polyadenylation reporter, beta-gal luminescence; efflux-impaired pdr1/pdr3 knockout yeast; score 100 = 6 SD above DMSO; 0.02% of 300,000 active; calls only at 12 µM;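 active = lowest replicate activity score at least 50, where 100 means six control SD above control mean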;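 note: yeast exposed to compound for 9 h at 30 °C; higher score means more reporter readthrough which indicates perturbed polyadenylation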
TRPC4 act – activators of mouse TRPC4 channel. Q9QUQ5. HEK293 TRPC4beta/mu-opioid, Fluo4 calcium fluorescence; stronger effect = higher value. B-score at 10 µM. 0.49% of 310,000 active. AID 2237;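 active = B-score above 5 SD of library B-scores, and initial fluorescence ratio not above library mean plus 5 SD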;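 note: positive B-score marks a calcium rise read as TRPC4 activation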
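Assay system: HEK293 stable line with TRPC4beta plus mu-opioid receptor. Times: dye 45 min RT, read 110 s. Measured by: kinetic Fluo4 calcium fluorescence. Measure: B score of integrated ratio. Controls: assay buffer as low control, maximal DAMGO as high control.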
KCNK9 inh – human KCNK9 channel inhibition. HEK293 KCNK9, FluxOR thallium flux fluorescence; stronger effect = lower value. B-score at 10 µM. 1.2% of 310,000 active. AID 488922;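 active = ratio B-score over 3 SD below the library mean, with starting fluorescence within 5 SD of its mean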;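 note: negative B-score means less thallium flux so channel inhibition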
Target sequence (Q9NPC2 whole entry, looked up): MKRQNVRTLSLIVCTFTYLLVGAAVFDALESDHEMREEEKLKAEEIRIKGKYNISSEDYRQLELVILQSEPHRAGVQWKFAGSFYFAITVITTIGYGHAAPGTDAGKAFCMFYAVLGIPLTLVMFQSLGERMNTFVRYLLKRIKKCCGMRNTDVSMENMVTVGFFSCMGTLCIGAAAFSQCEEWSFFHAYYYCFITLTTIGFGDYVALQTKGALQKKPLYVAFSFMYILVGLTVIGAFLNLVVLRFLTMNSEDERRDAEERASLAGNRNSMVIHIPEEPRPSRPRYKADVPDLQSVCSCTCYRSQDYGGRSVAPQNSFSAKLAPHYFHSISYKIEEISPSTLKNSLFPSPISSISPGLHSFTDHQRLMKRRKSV
KCNQ1 act – human KCNQ1 channel potentiation or activation; B-score at 10 µM; P51787; 0.35% of 310,000 active; CHO-K1 KCNQ1, thallium flux FluxOR fluorescence; stronger effect = higher value;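 active = fluorescence ratio B-score, a plate-corrected score, at least three library SD, with initial intensity B-score within 5 SD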
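assay system = CHO-K1 cells stably expressing KCNQ1 | medium = assay buffer, equal DMSO in all wells | timing = 37 °C overnight plating, 90-min dark dye load, 20-min compound pretreatment | measured by = kinetic FluxOR thallium fluorescence, 10-s 1-Hz baseline, 110-s post-stimulus read | measure = fluorescence change relative to baseline, converted to B score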
Platelet DG rel – platelet dense granule release activity | human platelet-rich plasma, SFLLRN dense granule ATP release, luminescence | inhibition, %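 (compounds screened at 7.5 µM in platelet-rich plasma)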 | 0.22% of 300,000 active | AID 1663;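 active = mean replicate score, as percent of positive control, at or above 50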
KCNK3 block – human KCNK3 channel inhibition, primary screen; B-score at 10 µM; AID 602410; O14649; CHO-KCNK3 thallium flux, FluxOR fluorescence; stronger effect = lower value; 0.84% of 340,000 active;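 active = B-score under library mean minus 4 SD, starting fluorescence ratio at most library mean plus 5 SD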;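 note: more negative B-score means stronger inhibition of thallium flux through KCNK3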
hERG rescue – hERG (human) protection from proarrhythmic block; activation (rescue from dofetilide block), less the hit threshold, % at 10 µM; AID 1511; 0.51% of 310,000 active; CHO-hERG, FluxOR thallium flux, dofetilide IC70 present;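 active = activation above the mean of controls blocked by dofetilide plus 5 SD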;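 note: thallium influx through hERG after potassium depolarization seen as dye fluorescence rise; in these data hits start at about 4.7%; inactives centre near -7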
The depositor's hits bear a star; i = inactive; / = no result given.

SMILES	TRPC4 potent	DYRK1A inh	KCNQ1 inh	TRPC4 inh	PolyA inh	TRPC4 act	KCNK9 inh	KCNQ1 act	Platelet DG rel	KCNK3 block	hERG rescue
O=C1c2cccnc2C(=O)N1Cc1ccc(S(=O)(=O)NCc2ccco2)cc1	i	-1	i	i	i	i	i	i	1	i	-7
O=C(Cc1ccccc1)NNC(=O)c1cnccn1	i	0	i	i	i	i	i	i	-5	i	-6
Cc1csc(NC(=O)CSc2[nH]c(=O)ncc2C)n1	i	7	i	i	/	i	i	i	-13	i	-5
Cc1ccc(C(=O)NC(=S)N(C)Cc2ccccc2)cc1	i	-7	i	i	i	i	i	i	1	i	-2
NCCCC[C@H](NC(=O)C1CCNCC1)c1nnc([C@@H](N)Cc2ccc(O)cc2)o1	i	-6	i	i	i	i	i	i	-2	i	-5
COc1cccc(C(=O)Cn2c(=N)n(C)c3ccccc32)c1	i	4	i	i	i	i	i	i	6	i	-2
CN(CC(=O)Nc1ccc(F)cc1)C(=O)CSc1nc2ncc(Cl)cc2[nH]1	i	-5	i	i	i	i	i	i	0	i	-7
O=C(Nc1ccc(N2C(=O)C3C4C=CC(C4)C3C2=O)cc1)Nc1nnc(C(F)(F)F)s1 (configuration not stated)	i	0	i	i	i	i	i	i	4	i	-8
COc1ccccc1-n1cnnc1SCC(=O)Nc1ccccc1	i	-2	i	i	i	i	i	i	1	i	-2
CC(=O)Oc1ccc(C2=NN(c3ccccc3)C(c3ccccc3)C2)cc1 (configuration not stated)	i	0	i	i	i	i	i	i	8	i	-10
Cc1ccc2c(c1)c1nnc(SCC(=O)N3CCN(c4ccc(F)cc4)CC3)nc1n2CC(=O)O	i	-6	i	i	i	i	i	i	-2	i	-5
CCc1cccc(C)c1N(C(=O)Cn1c(COC)nc2ccccc21)C(C)COC (configuration not stated)	i	4	i	i	i	i	-10*	i	-5	i	-10
Cc1ccc(S(=O)(=O)N2CCCC2)cc1S(=O)(=O)N1CCCC1	i	0	i	i	i	i	i	i	-2	i	-6
CC(=O)NC1CC2CCCC(C1)N2CC(=O)N1CCCc2ccccc21 (configuration not stated)	i	-2	i	i	i	i	i	i	-1	i	-12
CN(C(=O)CSc1ncccn1)C1CCS(=O)(=O)C1 (configuration not stated)	i	-5	i	i	i	i	i	i	-5	i	-2
CN1CCC(Oc2ccccc2Sc2ccccc2)CC1	i	1	i	i	i	i	i	i	-6	i	-12
CC(OC(=O)c1ccc(Cl)nc1)C(=O)Nc1ccc(S(=O)(=O)N2CCCC2)cc1 (configuration not stated)	i	-5	i	i	/	i	i	i	-2	i	-15
C=CCN1C(=O)/C(=c2\sc3nc(=O)c(Cc4ccccc4)nn3c2=O)c2ccccc21	i	/	i	i	i	i	i	i	3	i	-10
COC(=O)Nc1ccc(SCC(=O)c2ccc(Cl)cc2)cc1	i	16	i	i	i	i	i	i	32	i	-4
CCOc1ccc2nc(SCC(=O)N(CC(C)C)c3c(N)n(Cc4ccccc4)c(=O)[nH]c3=O)[nH]c2c1	i	/	i	i	i	i	i	i	-4	i	-13
CCOc1ccccc1NC(=O)Cn1c(=O)c2ccccc2n(CC)c1=O	i	-3	i	i	i	i	i	i	-4	i	-13
COc1cc(NC(=O)CCCn2c(=S)[nH]c3ccccc3c2=O)cc(OC)c1OC	i	/	i	i	i	i	i	i	1	i	-10
O=C(NCc1ccc(F)cc1)c1cnc(Cl)c(Cl)c1	i	-3	i	i	i	i	i	i	2	i	-11
C/C(=N\Nc1ccc(C(=O)O)cc1)c1ccc(Br)cc1	i	-1	i	i	i	i	i	i	6	i	-10
Cc1ccc2nc(SCC(=O)c3ccc(O)cc3O)[nH]c2c1	i	-6	i	i	i	i	i	i	17	i	-5
(continued)
SMILES	TRPC4 potent	DYRK1A inh	KCNQ1 inh	TRPC4 inh	PolyA inh	TRPC4 act	KCNK9 inh	KCNQ1 act	Platelet DG rel	KCNK3 block	hERG rescue
NC(=O)c1ccsc1NC(=O)c1ccco1	i	16	i	i	i	i	i	i	-5	i	-11
Cc1c(Cl)c([N+](=O)[O-])nn1CCCC(=O)O	i	0	i	i	i	i	i	i	-4	i	-9
O=C(/C=C/c1ccc(Cl)cc1)NCCSc1ccccc1	i	-5	i	i	i	i	i	i	3	i	-9
COc1ccc(CCNC(=O)/C(C#N)=C/c2cccc(OCc3ccccc3)c2)cc1OC	i	1	i	i	i	i	i	i	-2	i	-13
NS(=O)(=O)c1ccc(CCNC(=O)CSc2nc3ccsc3c(=O)n2CCCCC(=O)O)cc1	i	-4	i	i	i	i	i	i	1	i	0
CN1CCN(NC(=O)c2ccc(Cl)c([N+](=O)[O-])c2)CC1	i	0	i	i	i	44*	i	i	14	i	-1
Cc1ccc(/C=C2\SC(=S)N(CCC(=O)NNC(=O)c3ccccc3O)C2=O)cc1	i	-2	i	i	i	i	i	i	4	i	-15
COc1ccc(NC(=S)N(Cc2ccccn2)Cc2ccccc2Cl)cc1	i	-2	i	i	i	i	i	i	5	i	2
N#CC1=C(N)NC(SCc2ccc(Cl)cc2)=C(C#N)C12CCCCC2	i	-3	16*	i	i	i	i	i	-3	i	-18
CCOC(=O)N1CCN(C(=O)COc2ccc3c(c2)C(=O)CC(C)(C)O3)CC1	i	20	i	i	i	i	i	i	-5	i	-10
O=C(COc1cccc2c1CCN(Cc1ccc(Br)cc1)C2=O)N1CCOCC1	i	/	i	i	i	i	i	i	8	i	-7
Cc1ccc(O)c(-n2nc3ccccc3n2)c1	i	-1	i	i	i	i	i	i	6	i	-6
COCCCNC(=O)c1ccc(CS(=O)(=O)Cc2cccc(C)c2)o1	i	-9	i	i	i	i	i	i	-11	i	-2
Fc1ccc(-c2cc(C(F)(F)F)n3ncnc3n2)cc1	i	-8	i	i	/	i	i	i	-9	i	-13
CC(=O)Nc1ccc(Oc2nc(C(F)(F)F)nc3ccccc23)cc1	i	1	i	i	i	i	i	i	-3	i	-10
CN1CCC(OC(=O)COc2ccc(Br)cc2)CC1	i	0	i	i	i	i	i	i	-3	i	-5
COC(c1ccccc1)c1nnc(CCC(=O)NCCCc2ccccc2)o1 (configuration not stated)	i	3	i	i	i	i	i	i	2	i	-10
C=CC(=O)NCc1ccc(-c2csnn2)cc1	i	/	i	i	i	i	i	i	4	i	-8
Cc1nc(N2CCOCC2)c(C#N)c2c1COC(C)(C)C2	i	45	i	i	i	i	i	i	3	i	-10
Cc1cc(F)ccc1NCc1cc2c(cc1[N+](=O)[O-])OCO2	i	-5	i	i	i	i	i	i	2	i	-6
O=C(Nc1ccc(Br)cc1)C1Cc2ccccc2O/C1=N\O (configuration not stated)	i	10	i	i	i	i	i	i	-6	i	-4
Cc1ccc(-c2cc(C(=O)NCc3cnn(C)c3)c3cc(Br)ccc3n2)cc1	i	-1	i	i	i	i	i	i	4	i	-13
CCOc1ccc(NCC(=O)Nc2ccc(Cl)cc2C)cc1	i	-3	i	i	i	i	i	i	6	i	-9
CCn1c(C)nc2cc(S(=O)(=O)N3CCCCC3)ccc21	i	-2	i	i	i	i	i	i	-1	i	-15
CNC(=S)N(Cc1ccc(OC)cc1)C1CC(=O)N(c2ccc(C(=O)OC)cc2)C1=O (configuration not stated)	i	/	i	i	i	i	i	i	-1	/	-2

Quoted at random: 3 entries already listed.
SMILES	TRPC4 potent	DYRK1A inh	KCNQ1 inh	TRPC4 inh	PolyA inh	TRPC4 act	KCNK9 inh	KCNQ1 act	Platelet DG rel	KCNK3 block	hERG rescue
Fc1ccc(-c2cc(C(F)(F)F)n3ncnc3n2)cc1	i	-8	i	i	/	i	i	i	-9	i	-13
CCOC(=O)N1CCN(C(=O)COc2ccc3c(c2)C(=O)CC(C)(C)O3)CC1	i	20	i	i	i	i	i	i	-5	i	-10
CNC(=S)N(Cc1ccc(OC)cc1)C1CC(=O)N(c2ccc(C(=O)OC)cc2)C1=O (configuration not stated)	i	/	i	i	i	i	i	i	-1	/	-2

The list continues:
SMILES	TRPC4 potent	DYRK1A inh	KCNQ1 inh	TRPC4 inh	PolyA inh	TRPC4 act	KCNK9 inh	KCNQ1 act	Platelet DG rel	KCNK3 block	hERG rescue
Cc1c(NC(=O)CSCc2ccco2)c(=O)n(-c2ccccc2)n1C	i	-7	i	i	i	i	i	i	-2	i	-10
CCC1=NN(C(=O)COc2ccccc2C)C(O)(c2ccncc2)C1 (configuration not stated)	i	-7	i	i	i	i	i	i	0	i	3
O=C(c1ccc([N+](=O)[O-])s1)N1CCN(c2ccccc2)CC1	i	6	i	i	i	i	i	i	12	i	-6
COC(=O)c1ccc(C)c(-n2c(C)cc(C=O)c2C)c1	i	-1	i	i	i	i	i	i	-1	i	-9
Cc1cc(C)c(NC(=O)CN(C2CCCCC2)C2CCCCC2)c(C)c1	i	4	i	i	i	i	i	i	-10	i	0
Cc1[nH]n(-c2ccccc2)c(=O)c1C(c1ccccc1C(=O)O)c1c(C)[nH]n(-c2ccccc2)c1=O	i	2	i	i	i	i	i	i	1	i	-5
CC(=O)Nc1nc2ccccc2n1Cc1ccc(C)cc1	i	0	i	i	i	i	i	i	5	i	-2
Cc1[nH]c2ccccc2c1CC(=O)O	i	5	i	i	i	i	i	i	4	i	-6
Cc1ccc2cc(C(c3nnnn3C3CCCC3)N3CCOCC3)c(=O)[nH]c2c1C (configuration not stated)	i	-5	i	i	i	i	i	i	9	i	-12
COc1ccccc1N1CCN(CCCC(=O)c2ccc(F)cc2)CC1	i	9	i	i	i	i	i	i	5	i	-7
CCOC(=O)Cc1csc(NC(=O)COc2ccccc2OCC)n1	i	8	i	i	i	i	i	i	6	i	-1
CCN(CC)C(=S)SC1CCCCN(C(=O)c2ccc(F)cc2)C1=O (configuration not stated)	i	6	i	i	i	i	i	i	-3	i	-21
COc1cccc2c1OC1(C)CC2NC(=O)N1 (configuration not stated)	i	40	i	i	i	i	i	i	0	i	-2
COc1cccc(Cn2cnc3c(NS(=O)(=O)c4cc(Cl)ccc4Cl)c(C)c(C)cc32)c1	i	2	i	i	i	i	-15*	i	0	-9.5*	-1
NCCN1C(=O)S/C(=C\c2ccc3c(c2)OCO3)C1=O	i	2	i	i	i	i	i	i	-28	i	-2
O=C(CN1C(=O)c2ccccc2C1=O)Nc1cccc(O)c1	i	0	i	i	i	i	i	i	0	i	-11
O=C(Cn1cnc2nc3n(c2c1=O)CCC3)NCc1ccccc1	i	4	i	i	i	i	i	i	5	i	-4
Cc1ccc(NC(=O)CS(=O)Cc2nc(-c3ccc(C)cc3)oc2C)cc1 (configuration not stated)	i	-1	i	i	i	i	i	i	2	i	-8
CC1CN(c2nc3ccccn3c(=O)c2C=O)CC(C)O1 (configuration not stated)	i	-1	i	i	/	i	i	i	-3	i	-11

Not all compounds are listed; count on the stated rates, not on these rows.
